M4 PAM = human M4 muscarinic receptor positive allosteric modulators, primary screen, CHO-K1 cells, Fluo-8 calcium fluorescence. CHO-K1 hM4/Gqi5, ACh EC20; 0% = ACh EC20, 100% = maximal ACh. activation, % at 3 µM. 360,000 tested, 0.4% active;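 active = activation above its plate's cutoff, the mean activation of sample wells plus 3 SD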; also: some results filed as inactive read as strong as hits
Target sequence (P08173 whole entry, looked up): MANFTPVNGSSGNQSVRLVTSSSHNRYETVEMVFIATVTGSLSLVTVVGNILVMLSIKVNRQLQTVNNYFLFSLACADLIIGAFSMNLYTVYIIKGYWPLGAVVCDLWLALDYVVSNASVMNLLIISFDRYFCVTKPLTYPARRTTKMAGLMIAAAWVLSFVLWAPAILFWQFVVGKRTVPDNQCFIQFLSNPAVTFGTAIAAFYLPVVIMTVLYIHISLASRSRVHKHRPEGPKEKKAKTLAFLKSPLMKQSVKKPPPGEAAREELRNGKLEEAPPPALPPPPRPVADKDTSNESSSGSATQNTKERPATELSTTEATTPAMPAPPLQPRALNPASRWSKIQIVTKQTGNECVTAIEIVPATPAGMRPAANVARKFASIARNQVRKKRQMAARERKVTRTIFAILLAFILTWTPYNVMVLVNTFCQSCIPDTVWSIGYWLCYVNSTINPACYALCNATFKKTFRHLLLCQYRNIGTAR
CHRM5 antagonist = human M5 muscarinic receptor antagonists, primary screen, CHO cells, Fluo-8 calcium fluorescence | Muscarinic acetylcholine receptor M5 (Homo sapiens), P08912 | CHO-hM5 cells, ACh EC80 | inhibition, % at 3 µM | 360,000 tested, 0.59% active;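 active = inhibition above a per-plate cutoff, the mean of that plate's test compounds plus 3 SD, cut at about 27% in these data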;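 also: 0% = acetylcholine EC80 with DMSO and 100% = DMSO without agonist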
M1 PAM = human M1 muscarinic receptor positive allosteric modulators, primary screen, CHO-K1 cells, Fluo-8 calcium fluorescence, 1536-well; AID 588819, 2011; activation, % at 3 µM; CHO-K1 hM1, ACh EC20; 0% = ACh EC20, 100% = maximal ACh; 360,000 tested, 0.088% active; Muscarinic acetylcholine receptor M1 (Homo sapiens), P11229; in the data active = activation above about 19%, passing the limit was not always enough
Target sequence (P11229 whole entry, looked up): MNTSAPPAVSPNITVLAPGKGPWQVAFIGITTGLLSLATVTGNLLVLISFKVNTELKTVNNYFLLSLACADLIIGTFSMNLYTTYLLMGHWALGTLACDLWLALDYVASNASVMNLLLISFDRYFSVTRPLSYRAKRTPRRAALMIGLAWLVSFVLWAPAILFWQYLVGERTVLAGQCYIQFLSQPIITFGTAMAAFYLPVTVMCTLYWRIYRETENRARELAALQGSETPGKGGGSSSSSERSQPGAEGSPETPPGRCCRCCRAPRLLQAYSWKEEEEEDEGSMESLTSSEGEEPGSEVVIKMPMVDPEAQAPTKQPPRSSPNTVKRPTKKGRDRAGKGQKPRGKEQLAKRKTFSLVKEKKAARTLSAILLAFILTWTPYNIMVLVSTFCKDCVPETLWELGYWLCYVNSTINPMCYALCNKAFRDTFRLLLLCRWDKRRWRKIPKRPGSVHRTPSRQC
M4 antag = human M4 muscarinic receptor antagonists, primary screen, CHO cells, Fluo-8 calcium fluorescence. Muscarinic acetylcholine receptor M4 (Homo sapiens), P08173. CHO-hM4 cells, ACh EC80. inhibition, % at 3 µM. 360,000 tested, 0.73% active. AID 624125, 2012;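 active = inhibition above its plate's cutoff, the mean inhibition of sample wells plus 3 SD, cut at about 27% in these data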;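 also: 0% = acetylcholine EC80 with DMSO and 100% = DMSO without agonist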
CHRM5 agonist = human M5 muscarinic receptor agonists, primary screen, CHO-K1 cells, Fluo-8 calcium fluorescence; CHO-K1 hM5 cells; 0% DMSO wells, 100% maximal acetylcholine response; Muscarinic acetylcholine receptor M5 (Homo sapiens), P08912; activation, % at 3 µM; 360,000 tested, 0.19% active;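 active = activation above the run's mean over test compounds plus 3 SD, cut at about 23% in these data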;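 also: signal is peak over basal fluorescence ratio across the kinetic read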
M5 PAM = human M5 muscarinic receptor positive allosteric modulators, primary screen, CHO-K1 cells, Fluo-8 calcium fluorescence. AID 624038, 2012. Muscarinic acetylcholine receptor M5 (Homo sapiens), P08912. CHO-K1 hM5, ACh EC20 PAM; 0% = ACh EC20, 100% = ACh EC100. activation, % at 3 µM. 360,000 tested, 0.3% active;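 active = activation above the run cutoff, the mean activation of all test compounds plus 3 SD, cut at about 18% in these data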
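Measured by: Fluo-8 calcium fluorescence; material: human M5 receptor in CHO-K1 cells; schedule: Post-acetylcholine fluorescence recording 140 s; benchmarks: low control EC20 acetylcholine (0%), high control EC100 acetylcholine (100%); read-out: Max/basal fluorescence ratio as % of EC20–EC100 ACh window; compound: single dose, 3 µM nominal final test concentration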
CRFR2-BP ag = agonists of CRF-BP/CRF-R2 complex, primary screen, cell-based, HEK293, calcium dye fluorescence, uHTS; 350,000 tested, 0.46% active; calcium dye fluorescence (FLIPR); percent of saturating CRF peptide response; activation, % at 13.2 µM;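 active = activation of at least 50%, plus an integration ratio under a set limit after plate pattern correction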;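 also: plate controls were neutral control wells without compound for no effect and CRF at EC100 for full effect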
CRFR2-BP antag = antagonists of CRF-BP/CRF-R2 complex, primary screen, cell-based, HEK293, calcium dye fluorescence, uHTS; inhibition, % at 11.8 µM; 350,000 tested, 0.59% active; CRF-induced calcium fluorescence; AID 588475, 2011;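 active = inhibition of the ligand-induced calcium signal above about 50% at the single tested concentration, limit read from the data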
M4 ag = human M4 muscarinic receptor agonists, primary screen, CHO-K1 cells, Fluo-8 calcium fluorescence. AID 624127, 2012. CHO-K1 hM4/Gqi5; vehicle 0%, full acetylcholine response 100%. activation, % at 3 µM. 360,000 tested, 0.14% active. Muscarinic acetylcholine receptor M4 (Homo sapiens), P08173;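 active = activation above the run mean over all test wells plus 3 SD, cut at about 32% in these data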;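 also: peak over basal fluorescence ratio per well then scaled between controls; 0% = DMSO wells and 100% = acetylcholine at EC100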
The depositor's hits bear a star; x = not tested or not shown.

[1] COc1cc(C)c(/C=C(\C#N)C(=O)Nc2cccc(C)c2)cc1C(C)C
[2] Cc1cc(Cl)ccc1N(CC(=O)N=Nc1c(O)[nH]c2ccccc12)S(C)(=O)=O
[3] CCOc1ccccc1NC(=O)N1CCCC1C(=O)Nc1nnc(CC)s1 (stereo not given)
[4] N#Cc1ccc(CN2CCN(C(=O)CNC(=O)Cc3cccc4ccccc34)CC2)cc1
[5] CCc1nc2c(OCCOc3ccccc3)cccn2c1N(C)C(=O)C1CC1
[6] Cn1c(=O)n(C)c2cc(NS(=O)(=O)c3ccc(Cl)s3)ccc21
[7] CC1CCCC(NC(=O)COC(=O)CN2C(=O)C3CCCCC3C2=O)C1C (stereo not given)
[8] CCN(CC)CC(=O)c1c[nH]c2ccc(C)cc12
[9] FC(F)(F)C1CC(c2cccs2)Nc2ncnn21 (stereo not given)
[10] Cc1ccc(N(C(C)C(=O)N2CCC(C)CC2)S(C)(=O)=O)cc1C (stereo not given)
Screen / compound no.	1	2	3	4	5	6	7	8	9	10
M4 PAM	5	-2	6	-5	-1	-4	4	5	-5	-5
CHRM5 antagonist	-13	-5	1	12	-6	9	6	-2	3	2
M1 PAM	0	5	-6	-9	9	10	3	3	3	-9
M4 antag	-10	3	3	-4	-7	-2	-5	-1	4	5
CHRM5 agonist	0	6	-5	2	-2	4	-4	-2	-5	0
M5 PAM	8	-1	-2	-4	1	8	-3	4	5	-4
CRFR2-BP ag	1.9	-1.2	-2.2	0.1	x	-3.2	1.7	0.8	0.6	-1.7
CRFR2-BP antag	-12	-22	10	-1	x	-8	18	9	5	-16
M4 ag	0	12	0	11	2	2	2	0	0	2

[11] O=C(CCl)N1CCN(S(=O)(=O)c2ccc3c(c2)OCCCO3)CC1
[12] S=c1[nH]nc(-c2ccncc2)n1CC1CCCO1 (stereo not given)
[13] COc1cccc(N2CCN(c3ncnc4c3cnn4-c3ccc(C)cc3C)CC2)c1
[14] COc1ccc(N2C(=O)c3ccccc3NC2c2ccc(OC)c(CSc3ccccn3)c2)cc1 (stereo not given)
[15] O=C(C#Cc1cccc([N+](=O)[O-])c1)c1ccccc1
[16] O=C(Nc1ccccc1C(=O)N1CCCCCC1)c1ccc(Cl)cc1
[17] CN1C(=O)CSc2ccc(NC(=O)N3CCN(c4ccccc4)CC3)cc21
[18] COC(=O)CCCCCc1ccc(C(C)=O)s1
[19] Cc1noc(C)c1CSCC(=O)OCc1nc2ccccc2c(=O)n1CC#N
[20] Cc1ccnc(NS(=O)(=O)c2ccc(NC(=O)CC(C)c3ccccc3)cc2)n1 (stereo not given)
Screen / compound no.	11	12	13	14	15	16	17	18	19	20
M4 PAM	2	6	-11	-5	-5	-6	-3	4	-5	2
CHRM5 antagonist	2	-5	47*	9	16	11	-2	-1	-1	7
M1 PAM	10	6	-23	-5	2	-2	-1	6	-7	7
M4 antag	3	-9	47*	9	16	7	-4	-4	-10	10
CHRM5 agonist	2	-3	7	-1	2	-2	3	-5	2	-3
M5 PAM	8	4	-24	-10	-1	-9	-5	-4	-6	8
CRFR2-BP ag	1.3	2.7	3.0	0.2	x	0.5	1.6	-1.4	-1.0	0.5
CRFR2-BP antag	-6	14	22	-29	x	-13	3	13	3	-16
M4 ag	1	1	26	7	2	1	8	0	14	0

In the list so far, these contain an aryl methoxy group.
[1] COc1cc(C)c(/C=C(\C#N)C(=O)Nc2cccc(C)c2)cc1C(C)C
[13] COc1cccc(N2CCN(c3ncnc4c3cnn4-c3ccc(C)cc3C)CC2)c1
[14] COc1ccc(N2C(=O)c3ccccc3NC2c2ccc(OC)c(CSc3ccccn3)c2)cc1 (stereo not given)
Screen / compound no.	1	13	14
M4 PAM	5	-11	-5
CHRM5 antagonist	-13	47*	9
M1 PAM	0	-23	-5
M4 antag	-10	47*	9
CHRM5 agonist	0	7	-1
M5 PAM	8	-24	-10
CRFR2-BP ag	1.9	3.0	0.2
CRFR2-BP antag	-12	22	-29
M4 ag	0	26	7

The listing continues.
[21] Cc1cccc(CCNC(=O)C2CCN(S(=O)(=O)c3cccc4cccnc34)CC2)c1
[22] Cc1ccc(NC(=O)CSCC(=O)N2CCN(C(=O)c3ccco3)CC2)cc1
[23] COC(=O)c1nn(-c2ccccc2)c(=O)cc1Oc1ccccc1
[24] Cc1ccccc1NC(=O)Cn1c(CCC(=O)O)ccc1-c1cccs1
[25] CCC(=O)N1CCc2cc(S(=O)(=O)NCCCN(CC)Cc3ccccc3)ccc21
[26] Cc1ccc(S(=O)(=O)NCC(=O)OCC(=O)N(C)C2CCCCC2)cc1
[27] Clc1ccc(-c2csc3ncnc(NCCN4CCOCC4)c23)cc1
[28] O=S(=O)(c1cccc2cccnc12)n1cnc2ccccc21
[29] O=C(O)c1ccc(CNCc2cccc(Oc3ccccc3)c2)cc1
[30] Cc1cn([C@H]2C[C@H](O)[C@@H](/C=C/C(=O)NCCc3ccc4ccccc4c3)O2)c(=O)[nH]c1=O
Screen / compound no.	21	22	23	24	25	26	27	28	29	30
M4 PAM	-5	3	-2	-1	-7	1	0	11	-3	-2
CHRM5 antagonist	17	12	2	4	0	14	7	3	7	6
M1 PAM	-2	8	-3	13	-7	11	3	-4	12	6
M4 antag	9	3	12	3	2	5	11	-1	5	0
CHRM5 agonist	-1	1	1	-3	-12	0	-5	-2	-3	-1
M5 PAM	-11	-2	2	-6	-9	-4	0	-2	1	-1
CRFR2-BP ag	-1.9	-0.8	0.1	-2.4	5.9	-2.5	0.6	-0.5	-3.5	x
CRFR2-BP antag	13	-10	13	-7	4	9	-4	-4	20	x
M4 ag	9	2	1	1	1	1	2	1	1	0

[31] Cc1cc(C)nc(SCNC(=O)c2ccc(F)cc2)n1
[32] COc1ccc(C(=O)Nc2nc(C)c(C(=O)N(C)C)s2)cc1OC
[33] Cc1ccc(S(=O)(=O)N(C)c2ccc(OCC(=O)Nc3nc(-c4ccccc4)cs3)cc2)cc1
[34] CCOC(=O)c1sc2nc(SCC#N)n(CCCN3CCCC3=O)c(=O)c2c1C
[35] COc1ccc(NC(=O)CCCCCn2nnc3ccccc3c2=O)cc1
[36] Cc1nc(NC(=O)C23CCC(C)(C(=O)O2)C3(C)C)sc1C (stereo not given)
[37] CCN(CC)C(=O)Nc1c(C)n(C)n(-c2ccccc2)c1=O
[38] C[C@@H]1CN([C@@H](C)CO)C(=O)CCCn2nncc2CO[C@@H]1CN(C)C(=O)c1ccccc1
[39] Cc1ccc(N2CC(C(=O)Nc3c4c(nn3C(C)(C)C)CS(=O)(=O)C4)CC2=O)cc1 (stereo not given)
[40] O=C(NCCCCc1ccccc1)c1cccc(NC(=O)c2ccccc2)c1
Screen / compound no.	31	32	33	34	35	36	37	38	39	40
M4 PAM	-5	14	-2	-2	2	9	3	-1	-3	-6
CHRM5 antagonist	-2	-8	5	-4	-13	3	-6	-9	13	4
M1 PAM	12	2	-13	0	-4	-5	6	0	5	-7
M4 antag	1	-1	-7	4	-2	0	-4	-4	0	-2
CHRM5 agonist	2	-1	-2	1	1	-4	-1	1	-1	3
M5 PAM	1	4	-7	0	4	-2	4	-3	4	-9
CRFR2-BP ag	-2.7	-2.0	3.9	-0.6	-0.8	-0.8	-1.1	0.4	0.8	-1.3
CRFR2-BP antag	4	10	41	-21	0	-13	-18	21	-11	45
M4 ag	0	1	4	3	3	1	1	1	1	12

[41] CCOc1cc(C2NC(=O)NC(O)(C(F)(F)F)C2C(=O)c2ccc(OC)cc2)ccc1O (stereo not given)
[42] CC1CCN(C2(O)C(=O)Nc3ccc(Cl)cc32)CC1 (stereo not given)
[43] Cc1sc2ncn(/N=C/c3ccco3)c(=O)c2c1C
[44] CCOCCCNC(=O)c1ccc(NC(=O)C2=CSCCO2)cc1
[45] Cn1cc(S(=O)(=O)N2CCN(c3ccc(F)cc3)CC2)c(=O)n(C)c1=O
[46] CCN(CC)c1ccc(C(NC(=O)C(C)C)c2ccc3cccnc3c2O)cc1 (stereo not given)
[47] CCN(CC)C(=O)c1ncn2c1C(=O)N(C)CC2
[48] O=C(NCCS(=O)(=O)N1CCCCCC1)c1ccc(F)cc1
[49] Cc1cc(C(=O)Nc2cccc(O)c2)c(C)o1
[50] Cn1c(=O)c2c(SCc3cccc(C(F)(F)F)c3)nc(-c3ccco3)nc2n(C)c1=O
Screen / compound no.	41	42	43	44	45	46	47	48	49	50
M4 PAM	3	-5	-7	1	2	-3	-8	8	16	5
CHRM5 antagonist	7	11	10	8	-7	-1	-3	-1	-9	-7
M1 PAM	3	6	4	7	-4	3	-3	7	3	7
M4 antag	-6	-10	4	5	-1	-1	3	-8	-9	9
CHRM5 agonist	0	-7	-3	-3	2	-2	-1	-2	-2	0
M5 PAM	-7	0	-6	-2	0	-2	-7	5	-1	-1
CRFR2-BP ag	-0.3	0.1	-1.8	0.0	0.0	1.1	x	-0.8	1.4	9.5
CRFR2-BP antag	7	4	-3	-4	-5	16	x	10	-4	-12
M4 ag	1	1	1	1	1	1	4	1	2	1

Whole records as entered above.
Cc1cc(C(=O)Nc2cccc(O)c2)c(C)o1 as listed: M4 PAM: 16; CHRM5 antagonist: -9; M1 PAM: 3; M4 antag: -9; CHRM5 agonist: -2; M5 PAM: -1; CRFR2-BP ag: 1.4; CRFR2-BP antag: -4; M4 ag: 2
CC1CCN(C2(O)C(=O)Nc3ccc(Cl)cc32)CC1 (stereo not given) as listed: M4 PAM: -5; CHRM5 antagonist: 11; M1 PAM: 6; M4 antag: -10; CHRM5 agonist: -7; M5 PAM: 0; CRFR2-BP ag: 0.1; CRFR2-BP antag: 4; M4 ag: 1

(more compounds)
[51] Cc1ccc(-c2nnc(SCc3nc4ccccc4[nH]3)n2Cc2ccco2)cc1
[52] Cc1cc2c(cc1C)NC(=O)CC(c1ccccc1)=N2
[53] CCn1c(=S)sc2c(=O)n(-c3ccccc3)c(SCC(=O)NCc3ccco3)nc21
[54] O=C(NCc1ccccc1Cl)c1ccc(Cn2cc(C(F)(F)F)ccc2=O)cc1
[55] COc1cccc(NC(=O)CN(C)C(C)C(=O)Nc2ccc(S(=O)(=O)N3CCOCC3)cc2)c1 (stereo not given)
[56] Cc1cc(C(=O)O)c(C)n1Cc1ccncc1
[57] CCc1ccc(S(=O)(=O)NCCc2csc(C)n2)s1
Screen / compound no.	51	52	53	54	55	56	57
M4 PAM	-12	-1	-8	-5	4	3	-3
CHRM5 antagonist	2	-1	2	5	14	10	-2
M1 PAM	-7	0	-1	-12	1	10	11
M4 antag	3	-1	12	9	10	4	1
CHRM5 agonist	-1	8	-6	-2	-4	2	0
M5 PAM	-9	-11	2	-2	-2	-5	1
CRFR2-BP ag	-3.0	7.4	-1.6	-1.2	-5.5	-1.1	1.6
CRFR2-BP antag	-19	-7	-6	49	-3	1	9
M4 ag	3	5	0	2	4	3	0

From PubChem
